Assay outcomes (PubChem)
EBI2 antag: EBI2 receptor antagonists, beta-arrestin recruitment, primary screen, cell-based, luminescence, 7a,25-OHC stimulation, uHTS. G-protein coupled receptor 183 (Homo sapiens), P32249. 7a,25-OHC stimulated. inhibition, % at 5 µM. hit rate 0.81% among 360,000; in the data active = inhibition above about 38%;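 also: enzyme fragment complementation signal reports receptor beta-arrestin coupling in cells; 0% = agonist plus DMSO wells and 100% = wells without agonist; some results beyond the cut were filed as inactive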
Target sequence (P32249 whole entry, looked up, the tested form may be a part): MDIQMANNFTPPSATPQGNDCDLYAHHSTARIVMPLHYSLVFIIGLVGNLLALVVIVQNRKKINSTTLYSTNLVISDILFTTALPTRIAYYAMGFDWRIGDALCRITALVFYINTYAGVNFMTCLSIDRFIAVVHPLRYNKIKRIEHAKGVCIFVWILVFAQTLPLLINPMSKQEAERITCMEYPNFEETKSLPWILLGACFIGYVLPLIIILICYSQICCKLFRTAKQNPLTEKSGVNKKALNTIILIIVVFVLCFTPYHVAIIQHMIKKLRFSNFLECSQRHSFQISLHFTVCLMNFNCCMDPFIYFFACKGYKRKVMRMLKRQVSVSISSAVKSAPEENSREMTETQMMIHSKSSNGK
CXCR6 block: CXCR6 receptor inhibitors, primary screen, cell-based, beta-arrestin, luminescence, CHO-K1 PathHunter, 1536-well | C-X-C chemokine receptor type 6 (Homo sapiens), O00574 | inhibition, % at 20 µM | hit rate 0.36% among 360,000; in the data active = inhibition above about 34%, passing the limit was not always enough;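 also: antagonist mode with CXCL16 agonist at 10 nM final; 0% = 10 nM CXCL16 with DMSO and 100% = unstimulated wells without agonist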
Target sequence (O00574 whole entry, looked up): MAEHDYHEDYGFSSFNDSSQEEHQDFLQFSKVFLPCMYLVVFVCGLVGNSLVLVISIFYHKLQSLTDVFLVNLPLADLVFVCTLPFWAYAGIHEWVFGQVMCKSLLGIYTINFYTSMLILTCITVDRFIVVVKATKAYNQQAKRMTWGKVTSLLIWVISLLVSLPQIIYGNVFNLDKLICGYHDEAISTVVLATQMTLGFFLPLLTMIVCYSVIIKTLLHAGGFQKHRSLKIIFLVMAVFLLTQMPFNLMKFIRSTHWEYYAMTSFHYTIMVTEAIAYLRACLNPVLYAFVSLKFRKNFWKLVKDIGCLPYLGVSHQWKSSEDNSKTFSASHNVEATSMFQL
An asterisk follows results filed as active. Only part of the results is shown; count on the stated rates, not on these rows.

SMILES | EBI2 antag | CXCR6 block
Cc1ccc(C(=O)O)cc1NC(=O)CCc1c(C)noc1C | -10 | 8
COc1cccc(C(O)c2nc(-c3ccccc3C)cs2)c1 (configuration not stated) | 4 | 1
CC(C)C[C@H]1COc2cccc(N3CCC[C@@H]3CO)c2S(=O)(=O)N1 | -6 | -5
CCOC(=O)C1(C)CCCN(C(=O)c2ccc(C#N)cc2)C1 (configuration not stated) | -8 | -8
N#Cc1ccc(OCc2c(-c3ccccc3)nnn2CC(=O)O)cc1 | -7 | -6
OC[C@H]1O[C@@H](c2nc(-c3ccccc3Br)no2)[C@H](O)[C@@H]1O | -12 | 4
CC1(C)OC(=O)NC1c1ccccc1 (configuration not stated) | 3 | -1
CC(O)(c1cccc(F)c1)c1nc(-c2cc3ccccc3o2)cs1 (configuration not stated) | 0 | -9
O=C(NC1CCCCC1)C1c2ccccc2OCC(=O)N1CCc1ccccc1 (configuration not stated) | -1 | 2
Cc1nc(N(C)C2CCCCC2)c2nnn(Cc3ccc(F)cc3)c2n1 | 8 | -3
CCCCC[C@@H]1CCCCC[C@H](O)C[C@@H](O)[C@@H](O)/C=C/C(=O)O1 | 7 | -6
O=c1cc(CN2CCCCC2)c2c(ccc3ccccc32)o1 | 4 | 1
COc1ccccc1Cc1c(-c2ccc(F)cc2)nc2cc(C)c(Br)c(C)n12 | 10 | 9
CCc1nc2ccc(C(=O)N(C)CCCN(C)C)cn2c1N(C)CCCc1ccccc1 | 1 | 8
COc1ccc(CNC(=O)c2cn(Cc3ccccc3OC)c(=O)s2)cc1 | 1 | 4
Cc1ccc(S(=O)(=O)NN=Cc2c(O)ccc3ccccc23)cc1 | 11 | 10
COc1cc(-c2coc3c(C(=O)NCc4cccc(Cl)c4)cccc23)ccc1O | 19 | 1
Cc1ccccc1-c1cc2nc(NCc3ccccc3)n(C)c(=O)c2s1 | 19 | 2
COc1ccccc1C(=O)NCCCNc1nc2cc(C)cc(C)c2cc1C#N | 10 | -3
CC(C)(C)OC(=O)NCCCCCNC(=O)c1ncn2c1c(=O)[nH]c1ccccc12 | -8 | -3
CC(C)C[C@H]1CN(CCCC[C@H]2CNC(=O)C(=O)N2CCc2ccccc2)C(=O)C(=O)N1CCc1ccc(O)cc1 | 6 | -5
Nc1cccc(-c2cncc(N3CCN(Cc4ccccn4)CC3)n2)c1 | -6 | -3
Nc1[nH]c(C(=O)c2ccccc2)c(-c2ccccc2Br)c1C(=O)NCCc1c[nH]c2ccccc12 | 13 | -2
O=C(O)Cn1ccc2cc(S(=O)(=O)N3CCCCC3)ccc21 | -8 | -2
NC(Cc1ccc(Cl)cc1)c1csc(Nc2cc(NCCCO)ncn2)n1 (configuration not stated) | -7 | -6
Further entries:
SMILES | EBI2 antag | CXCR6 block
CCC(c1nnnn1-c1c(C)cccc1C)N1CCN(c2cccc(C(F)(F)F)n2)CC1 (configuration not stated) | 31 | 3
CC(C)C[C@@H](CN1CCC[C@H]1CN1C(=O)C(=O)NC[C@@H]1Cc1ccccc1)N1C[C@H](Cc2ccccc2)N(CC2CCCCC2)C(=O)C1=O | -1 | 10
CCC[C@H]1CN(c2ccc(Br)cc2)C(=O)[C@@H]1CC(=O)Nc1ccc(OC)cc1 | 14 | 3
Cc1ccc(Cc2c(-c3ccc(Cl)cc3)nc3cc(C)ccn23)cc1 | 24 | 19
OC[C@@H]1CN(Cc2ccc(Cl)cc2)C[C@H](n2cnc3c(NC4CCCC4)ncnc32)O1 | 25 | 2
C[C@@H]1COc2cccc(N3CCN(Cc4ccccc4F)CC3)c2S(=O)(=O)N1 | -6 | -12
N#Cc1cccc(NC(=O)c2cc(C3CCCCN3S(=O)(=O)c3cccc4cccnc34)on2)c1 (configuration not stated) | 6 | 8
COc1cc(/C=C/C(=O)OCC(=O)N2CCc3ccccc32)cc(OC)c1OC | 7 | 6
O=C(C[C@@H]1C[C@@H]2c3cc(NS(=O)(=O)c4ccc(F)cc4)ccc3O[C@@H]2[C@H](CO)O1)N1CCc2ccccc2C1 | 2 | 10
OC(c1ccc(F)cc1)c1ncc(-c2ccccc2Cl)[nH]1 (configuration not stated) | 3 | -2
O=C(OCc1ccccc1)N1CCC2CC1c1cc(N3CCN(S(=O)(=O)c4cccc(C(F)(F)F)c4)CC3)ccc12 (configuration not stated) | 17 | 11
COc1ccc(Nc2cc(C)nc3ccc(C)cc23)cc1 | 6 | 0
COc1ccc(NC(=O)c2cc(-c3cc(F)ccc3OC)n[nH]2)c(C)c1 | 5 | 1
COc1ccc(S(=O)(=O)N(C)C[C@H]2OCCCC[C@@H](C)Oc3ccc(NC(=O)CCC(F)(F)F)cc3C(=O)N([C@H](C)CO)C[C@@H]2C)cc1 | -2 | -6
C[C@H]1Cn2cnc(C(=O)NCC(=O)OC(C)(C)C)c2C(=O)N1 | 4 | -2
O=C1c2ccccc2C(c2nnnn2-c2ccc3ccccc3c2)N1C1CC1 (configuration not stated) | -3 | -5
Nc1[nH]c(C(=O)c2ccccc2)c(-c2ccncc2)c1C(=O)NCCc1c[nH]c2ccccc12 | 19 | 2
Cc1ccc(NC(=O)CSc2nnc3ccccn23)c(Cl)c1 | 0 | -1
CCN(CC)S(=O)(=O)c1ccc(N2CCCCC2)c(NC(=O)C2CSC3(C)CCC(=O)N23)c1 (configuration not stated) | 16 | 7
CC1(C(=O)Nc2ccc3c(c2)OCO3)Cc2c(-c3cccc(C(N)=O)c3)ccnc2O1 (configuration not stated) | 5 | -6
Cc1cc(C)cc(-n2ncc3c2CCCC3NC(=O)c2ccccc2)c1 (configuration not stated) | 6 | -9
CC1(C(=O)NS(=O)(=O)c2ccc(F)cc2F)CCN1C(=O)Cc1ccc(-c2ccccc2)cc1 (configuration not stated) | -11 | 0
CCO/C(C)=N/Oc1cc(OC)cc(OC)c1 | -5 | 5
CCCC/C=C/c1cccc2nncn12 | -4 | 1
Cc1cccc(C)c1-n1nnnc1C(c1ccnc2ccccc12)N(Cc1ccccc1)Cc1ccccc1 (configuration not stated) | 31 | 13

Looked up by structure from the list above:
SMILES | EBI2 antag | CXCR6 block
COc1cc(-c2coc3c(C(=O)NCc4cccc(Cl)c4)cccc23)ccc1O | 19 | 1
CCOC(=O)C1(C)CCCN(C(=O)c2ccc(C#N)cc2)C1 (configuration not stated) | -8 | -8

Further results follow:
SMILES | EBI2 antag | CXCR6 block
CC(C)C[C@H](NC(=O)/C=C/[C@H]1O[C@@H](n2ccc(=O)[nH]c2=O)[C@H](O)[C@@H]1O)C(=O)O | -3 | 4
CC1=C(C(=O)N2CCCCCC2)CC(CC(=O)NC2CCCC2)C(=O)N1Cc1ccc(C(C)(C)C)cc1 (configuration not stated) | 12 | 4
CC1(C(=O)NCc2cccc3ccccc23)CCN1Cc1ccccc1OC(F)F (configuration not stated) | 27 | 4
COc1ccccc1-c1ccc2c(c1)C(C)(Cc1cccc(C#N)c1)C(=O)N2 (configuration not stated) | 23 | 0
CCC(c1nnnn1-c1ccc2c(c1)OCCO2)N1CCN(CCN2CCOCC2)CC1 (configuration not stated) | -6 | -8
COc1cccc(NC(=O)C2(C)CCN2C(=O)Cc2ccc(C(C)C)cc2)c1 (configuration not stated) | 9 | 0
CCCNC(=O)c1cc(C2CCCN(C(=O)c3ccc(NC(C)=O)cc3)C2)on1 (configuration not stated) | -12 | 5
O=C(COC(=O)c1ccc(S(=O)(=O)N2CCCCCC2)cc1)Nc1ccccc1C(F)(F)F | -2 | 2
COCOCCn1cc(CN2CCS(=O)(=O)N(Cc3ccc(-c4ccc(F)nc4)cc3)C(CC(C)C)C2=O)nn1 (configuration not stated) | 0 | 2
COc1ccc(CNC(=O)c2ccc(-c3cnn(C)c3)c3ccoc23)cc1OC | 0 | -2
C[C@H](NC(=O)CC[C@H]1O[C@@H](n2ccc(=O)[nH]c2=O)[C@H](O)[C@@H]1O)C(=O)O | -4 | -4
CCCCCCCCC(c1nc2ccccc2[nH]1)N1CCN=C(c2ccccc2)C1=O (configuration not stated) | 8 | 0
O=C(Nc1ccc2c(c1)OCCO2)c1c(Cl)cccc1Cl | -12 | 6
CCc1nc2c(OCc3ccccc3C)cccn2c1N(C)C(=O)CC(C)C | -2 | 0
COc1cc(NC(=O)C(C)(C)C)c(C(=O)OCC(=O)Nc2cc(C)on2)cc1OC | -4 | 0
CCCS(=O)(=O)NC(=O)C1(C)CCCN(C(=O)c2c(F)ccc(C)c2F)C1 (configuration not stated) | -6 | 1
FC(F)(F)c1ccccc1Cc1c(-c2ccccc2)nc2c3ccccc3ccn12 | -4 | 0
O=C(NCc1ccccc1)c1cc(C2CCCN(C(=O)C3CCCCC3)C2)on1 (configuration not stated) | 7 | 4
Cc1ncc(CO)c(CO)c1OCC(O)CN1CCN(c2ccc(F)cc2)CC1 (configuration not stated) | -1 | 0
COc1cccc(S(=O)(=O)N(C)C[C@@H]2Oc3ncc(C#CCN(C)C)cc3C(=O)N([C@H](C)CO)C[C@H]2C)c1 | -5 | 1
Cc1cccc(C(=O)NC2CCN(CC(=O)Nc3cccc(Cl)c3)CC2)c1 | -3 | 3
CCN1CCCSC1=S | 1 | 1
COc1cccc(Nc2nc(C(N)Cc3ccc(Cl)cc3)cs2)n1 (configuration not stated) | -14 | -11
CCc1nc2c(OCc3cccc(Cl)c3)cccn2c1N(C)C(C)=O | 3 | 0
CS(=O)(=O)N1CCCCC1c1cc(C(=O)NCc2ccc(F)cc2)no1 (configuration not stated) | -3 | 8
Remaining list, next part.
SMILES | EBI2 antag | CXCR6 block
COC(=O)[C@]12CCCCC=C1N(CCC1=CCCCC1)C(=O)[C@H](CC(=O)NCc1ccccc1)C2 | 14 | 8
C[C@H]1CCCCO[C@H](CN(C)C(=O)Nc2ccc(F)cc2)[C@@H](C)CN([C@@H](C)CO)C(=O)c2cc(NC(=O)Nc3ccc4c(c3)OCO4)ccc2O1 | 5 | -4
CCc1cccc(NC(=O)CSc2nc(C)cs2)c1 | 4 | -9
Cn1c(NCc2ccccc2F)nc2cc(-c3cccc(Cl)c3)sc2c1=O | 11 | -9
CCCCNC(=O)C1(C)CCCCN1C(=O)c1cc(C#N)cs1 (configuration not stated) | -5 | 5
Cn1nc(C(C)(C)C)cc1NC(=O)C1(C)CCN1C(=O)CC(c1ccccc1)c1ccccc1 (configuration not stated) | 5 | 8
CCc1nc2c(OCCn3cccc3)cccn2c1N(C=O)Cc1ccccc1 | -13 | 4
CC(=O)Nc1cc(-c2cccc(C(=O)N(C)C)c2)cn2c(-c3cccc(C(F)(F)F)c3)cnc12 | 19 | 11
Cc1[nH]c2ccccc2c(=O)c1CNCc1ccccc1 | -8 | -6
CC1NC(=O)c2cc3ccccc3cc2-n2c1nc1cc(Cl)ccc1c2=O (configuration not stated) | 16 | -2
O=c1cnc2ccccc2n1Cc1ccccc1 | -7 | 6
CC(C)c1ccc(NC(=O)C2Cc3c(-c4cccc(F)c4)ccnc3O2)cc1 (configuration not stated) | 0 | 4
CC1(C(=O)Nc2ccc(Cl)c(C(F)(F)F)c2)Cc2c(-c3ccccc3)ccnc2O1 (configuration not stated) | -6 | -2
Cc1nc2cc3c(=O)n(C)cnc3cc2n1Cc1ccccc1 | -7 | 1
COc1ccc(-c2cc3nc(NCc4ccc(C)cc4C)n(C)c(=O)c3s2)cc1OC | 13 | -1
CC(C)c1csc(CN2CCC(C(=O)Nc3cccc(-c4ccco4)c3)CC2)n1 | 15 | -5
CCCCn1nnnc1C1(C)CCC(=O)N1C1CC1 (configuration not stated) | -3 | -4
C[C@H]1CN([C@@H](C)CO)C(=O)c2cc(-c3cccc(C(=O)N(C)C)c3)cnc2O[C@H]1CN(C)C(=O)Cc1ccccn1 | -2 | 5
COc1ccc(NC(=O)c2sc(=O)n(Cc3ccc(F)c(Cl)c3)c2C)cc1OC | 6 | 1
COc1ccc(NC(=O)c2cc(-c3cc(Cl)ccc3OC)n[nH]2)c(OC)c1 | 7 | 5
COc1cc(C)ccc1S(=O)(=O)NC(=O)C1(C)CCN1C(=O)c1ccc(C(F)(F)F)nc1C (configuration not stated) | 0 | -2
CN1CCN(c2ccc(CNC(=O)C3(C)Cc4c(-c5ccc(C(N)=O)cc5)ccnc4O3)cc2)CC1 (configuration not stated) | -16 | 1
O=C(CC[C@H]1O[C@@H](n2ccc(=O)[nH]c2=O)[C@H](O)[C@@H]1O)N[C@@H](Cc1ccccc1)C(=O)NCC1CCCO1 (some centres not stated) | -2 | -3
Cc1ccc(C(=O)OCC(=O)Nc2ccc(C)c(S(=O)(=O)N3CCCCC3)c2)c(O)c1 | 0 | -1
CC(=O)c1ccc(N2CCN(C(=O)CNC(=O)c3ccc(Br)o3)CC2)cc1 | -5 | 4

Filtered by structure, the compounds so far with a COOH group.
SMILES | EBI2 antag | CXCR6 block
Cc1ccc(C(=O)O)cc1NC(=O)CCc1c(C)noc1C | -10 | 8
N#Cc1ccc(OCc2c(-c3ccccc3)nnn2CC(=O)O)cc1 | -7 | -6
O=C(O)Cn1ccc2cc(S(=O)(=O)N3CCCCC3)ccc21 | -8 | -2
CC(C)C[C@H](NC(=O)/C=C/[C@H]1O[C@@H](n2ccc(=O)[nH]c2=O)[C@H](O)[C@@H]1O)C(=O)O | -3 | 4
C[C@H](NC(=O)CC[C@H]1O[C@@H](n2ccc(=O)[nH]c2=O)[C@H](O)[C@@H]1O)C(=O)O | -4 | -4

Profiles from above. Order of values: EBI2 antag | CXCR6 block
Listed for CCc1cccc(NC(=O)CSc2nc(C)cs2)c1 : 4 | -9
Listed for CCCCNC(=O)C1(C)CCCCN1C(=O)c1cc(C#N)cs1 (configuration not stated) : -5 | 5
Listed for COc1ccc(-c2cc3nc(NCc4ccc(C)cc4C)n(C)c(=O)c3s2)cc1OC : 13 | -1
Listed for Cc1ccc(C(=O)OCC(=O)Nc2ccc(C)c(S(=O)(=O)N3CCCCC3)c2)c(O)c1 : 0 | -1
Listed for CN1CCN(c2ccc(CNC(=O)C3(C)Cc4c(-c5ccc(C(N)=O)cc5)ccnc4O3)cc2)CC1 (configuration not stated) : -16 | 1
